NCI-60 one-dose screen, 48 h, at 10 µM unless noted. Numbers give growth in % (100 = growth as untreated, 0 = no growth, -100 = all killed).
HCC-2998: HCC-2998 colon cancer; actives 4.7% (n = 79,000)
COLO 205: COLO 205 colon cancer; actives 7.3% (n = 79,000); AID 1794742
SNB-75: SNB-75 CNS cancer. actives 5% (n = 79,000). AID 1794750
A498: A498 renal cancer cells. actives 5.4% (n = 76,000)
HCT-116: HCT-116 colon cancer; actives 7.3% (n = 82,000); AID 1794798
HCT-15: HCT-15 colon cancer. actives 5.2% (n = 82,000). AID 1794746
KM12: KM12 colon cancer cells | actives 5% (n = 82,000)
SW-620: SW-620 colon cancer; actives 5.2% (n = 82,000)
HT29: HT29 colon cancer; actives 7.4% (n = 81,000)
Numbers without * were called inactive; / = no result given; & = joins results of further samples; [ ] = dose if it differs, or a comment. Rule for the calls: active = growth percent below 10; inactive = the rest.

SMILES | HCC-2998 | COLO 205 | SNB-75 | A498 | HCT-116 | HCT-15 | KM12 | SW-620 | HT29
COc1cc(NC2=C(Cl)C(=O)c3nc(C)ccc3C2=O)cc(OC)c1 | 14 | -81* | -4.1* | 71 | -98* | -66* | 39 | -90* | 25
O=C(/C=C\c1ccc(O)c(O)c1)O[C@@H]1C[C@](O)(C(=O)O)C[C@@H](O)[C@H]1O | 103 | 99 | 99 | 85 | 95 | 103 | 101 | 97 | 80
NC(CSC1(c2cccc3ccccc23)c2ccccc2-c2ccccc21)C(=O)O (configuration not stated) | 104 | 115 | 76 | 105 | 97 | 95 | 104 | 99 | 108
Brc1ccc2nc(-c3c(-c4ccccc4)nc4ncccn34)[nH]c2c1 | 100 | 107 | 79 | 64 | 76 | 91 | 94 | 90 | 84
N/N=C1\c2ccccc2C(=O)C1C(=O)C(c1ccccc1)c1ccccc1 (configuration not stated) | 104 | 120 | 74 | 99 | 101 | 103 | 103 | 99 | 115
CCNc1nnnn1CC | 110 | 109 | 90 | 84 | 102 | 100 | 110 | 104 | 109
O=C(Nc1ccc(OCc2nnc(-c3ccc(Cl)cc3)o2)c(F)c1)Nc1ccc(Cl)c(C(F)(F)F)c1 | 9.2* | -77* | 20 | -24* | 2.1* | 9.8* | 3.1* | 16 | -4.0*
O=C1c2ccccc2C(=Cc2ccccc2)c2ccccc21 | -46* | -21* | -41* | -17* | 5.1* | 7.9* | -27* | 13 | 0.5*
CCOC1=NCCCCC1 | 108 | 119 | 95 | 98 | 104 | 103 | 105 | 102 | 100
CCN1C(=S)N(CC)C2C1NN=c1s/c(=C3\C(=O)Nc4ccccc43)c(=O)n12 (configuration not stated) | 103 | 102 | 80 | 87 | 103 | 103 | 105 | 97 | 103
O=C1C(=O)N(Cc2cn(Cc3ccccc3)nn2)c2ccccc21 | 103 | 108 | 76 | 66 | 93 | 95 | 100 | 96 | 102
COc1ccc(N2CCN(Cc3ccc(-c4nn5c(=O)c(Cl)c(C)nc5s4)cc3)CC2)cc1 | 105 | 97 | 82 | 89 | 85 | 98 | 103 | 104 | 92
CC(=O)O[C@]1(C(C)=O)CC[C@H]2[C@@H]3C[C@@H]4O[C@@]45C[C@@H](O)CC[C@]5(C)[C@H]3CC[C@@]21C | 102 | 95 | 86 | / | 115 | 112 | 106 | 110 | 114
OC(CCl)Cc1cccc(C(F)(F)F)c1 (configuration not stated) | 104 | 113 | 83 | 106 | 91 | 97 | 105 | 110 | 98
Fc1ccc(-c2cnc3nonc3n2)cc1F | 113 | 120 | 97 | 97 | 95 | 98 | 92 | 100 | 109
CCOC(=O)c1sc(/N=C2\NC(=O)/C(=C/c3ccc(OC)cc3)S2)nc1C | 97 | 112 | 98 | 71 | 92 | 92 | 92 | 109 | 102
C/C(=N/O)c1ccc(N2C(=O)c3ccc(C(C)(C)C)cc3C2=O)cc1 | 110 | 112 | 112 | 57 | 101 | 95 | 96 | 113 | 94
CSc1nc2ccccc2c(=O)n1CCc1ccc(S(N)(=O)=O)cc1 | 103 | 127 | 104 | 82 | 104 | 106 | 100 | 106 | 94
NNC(=O)c1csnn1 | 107 | 101 | 97 | 105 | 98 | 97 | 102 | 99 | 89
Cc1ccc(CNc2ccc3nc(CCC4CCCCC4)[nH]c3c2)cc1 | -25* | -30* | 80 | 58 | 16 | 13 | 39 | 32 | 9.9*
Cc1ccc(O)c(C(=O)c2c[nH]c(=O)c(-c3ccccc3)c2)c1 | 104 | 110 | 88 | / | 98 | 101 | 97 | 92 | 109
O=C(O)CCCCCNC(=O)c1ccccc1 | 115 | 100 | 89 | 96 | 106 | 99 | 98 | 102 | 105
O=S(=O)(c1cnc2c(c1)Oc1ccccc1-c1cc(CN3CCCC3)nn1-2)N1CCCC1 | 103 | 105 | 85 | 74 | 99 | 90 | 106 | 97 | 89
Cc1cc(C)n(C(=O)c2sc(=S)n(-c3ccccc3)c2N=[N+]=[N-])n1 | 110 | 118 | 107 | 89 | 106 | 106 | 100 | 114 | 112
COc1cc2nc(SCC(=O)NNS(=O)(=O)c3ccccc3)n(-c3ccc(Cl)cc3)c(=O)c2cc1OC | 115 | 109 | 85 | 96 | 96 | 87 | 99 | 104 | 107
O=C(Nc1ccc(O)cc1)c1ccc(-n2c(=O)[nH]c3ccccc3c2=O)cc1 | 110 | 114 | 109 | 102 | 112 | 110 | 107 | 108 | 111
Cc1cc(Br)c2nsnc2c1[N+](=O)[O-] | / | 0.8* | 50 | 99 | 26 | 27 | 9.8* | 34 | /
COc1ccccc1OCC(O)CO (configuration not stated) | 86&95 | 116 | 91&88 | 88&98 | 102&106 | 105&95 | 108&98 | 109&101 | 103&100
CSCCCO | 110 | 120 | 93 | 110 | 100 | 92 | 112 | 101 | 125
COc1cc2c(cc1OC)C(c1c(Cl)cccc1Cl)=NCC2 | 61 | 54 | 125 | 79 | 40 | 41 | 57 | 67 | 55
COc1cc2c(c(OC)c1OC)C(=O)CO2 | 98 | 109 | 102 | 107 | 113 | 104 | 109 | 101 | 99
O=C(Nc1ccc(Cl)c(Cl)c1)N1CCN(c2cc(-c3cn(-c4ccccc4)nc3-c3cccc(O)c3)ccn2)CC1 | 88 | 65 | 77 | 50 | 35 | 32 | 36 | 67 | 34
COCCCNc1nc2ccccc2c2c(=O)c3cc(OC)ccc3sc12 | 97 | 115 | 91 | 43 | 91 | 81 | 98 | 91 | 97
COc1c(O)c(OC)c(Br)c(Br)c1Br | 109 | 100 | 115 | 101 | 102 | 104 | 106 | 113 | 97
O=C(/C=C/c1ccccc1)c1ccc(Nc2nc(Nc3ccc(F)cc3)nc(Nc3ccc(Cl)cc3)n2)cc1 | 71 | 71 | 95 | 95 | 50 | 87 | 92 | 90 | 83
CCCc1n(Cc2ccc3ccccc3n2)cc[n+]1Cc1ccc2ccccc2n1 | 26 | -43* | 19 | 35 | 23 | 96 | 16 | 37 | 17
COc1cc(-c2nc(-c3ccccc3)[nH]c2-c2ccnc(NCCCNS(=O)(=O)c3ccc(C)cc3)n2)ccc1Cl | 97 | 46 | 91 | 91 | 39 | 48 | 54 | 99 | 38
Clc1ccc(/C=N/Nc2nc3ccccc3s2)cc1Cl | 103 | 96 | 96 | / | 106 | 104 | 103 | 101 | 91
N#Cc1c(-c2ccc(Cl)cc2)nc(SCC(=O)Nc2nc(-c3ccccc3)cs2)[nH]c1=O | 104 | 113 | 77 | 101 | 85 | 93 | 108 | 88 | 94
CSC1=NC2C(N(C)C(=O)N2c2ccccc2)N1/N=C/C=C/c1ccccc1 (configuration not stated) | 104 | 89 | 79 | 95 | 92 | 96 | 100 | 92 | 95
NS(=O)(=O)c1ccc(N=Nc2c(O)n(CC(=O)Nc3ccccc3Br)c3ccccc23)cc1 | 40 | 5.9* | 77 | 94 | 21 | 38 | 37 | 44 | 9.7*
CCOC1c2ccccc2N(C)C(=S)N1c1ccccc1 (configuration not stated) | 100 | 107 | 82 | / | 102 | 102 | 104 | 107 | 109
Cc1nc2c(cnn2CCO)c(=O)[nH]1 | / | 97 | 85 | 101 | 99 | 105 | 103 | 103 | 113
CCOC(=O)c1c(N)nn(C)c1Nc1ccccc1 | 105 | 110 | 81 | 113 | 99 | 105 | 106 | 104 | 115
C#Cc1cccc(NC(=O)c2ccccc2NC(=O)C=C)c1 | 104[8.25 µM] | 109[8.25 µM] | 75[8.25 µM] | 97[8.25 µM] | 102[8.25 µM] | 104[8.25 µM] | 98[8.25 µM] | 109[8.25 µM] | 109[8.25 µM]

In the list so far, four contain fluorine:
SMILES | HCC-2998 | COLO 205 | SNB-75 | A498 | HCT-116 | HCT-15 | KM12 | SW-620 | HT29
O=C(Nc1ccc(OCc2nnc(-c3ccc(Cl)cc3)o2)c(F)c1)Nc1ccc(Cl)c(C(F)(F)F)c1 | 9.2* | -77* | 20 | -24* | 2.1* | 9.8* | 3.1* | 16 | -4.0*
OC(CCl)Cc1cccc(C(F)(F)F)c1 (configuration not stated) | 104 | 113 | 83 | 106 | 91 | 97 | 105 | 110 | 98
Fc1ccc(-c2cnc3nonc3n2)cc1F | 113 | 120 | 97 | 97 | 95 | 98 | 92 | 100 | 109
O=C(/C=C/c1ccccc1)c1ccc(Nc2nc(Nc3ccc(F)cc3)nc(Nc3ccc(Cl)cc3)n2)cc1 | 71 | 71 | 95 | 95 | 50 | 87 | 92 | 90 | 83

Compounds above containing a carbonyl joined to an NH by a bond outside any ring (9):
SMILES | HCC-2998 | COLO 205 | SNB-75 | A498 | HCT-116 | HCT-15 | KM12 | SW-620 | HT29
O=C(Nc1ccc(OCc2nnc(-c3ccc(Cl)cc3)o2)c(F)c1)Nc1ccc(Cl)c(C(F)(F)F)c1 | 9.2* | -77* | 20 | -24* | 2.1* | 9.8* | 3.1* | 16 | -4.0*
NNC(=O)c1csnn1 | 107 | 101 | 97 | 105 | 98 | 97 | 102 | 99 | 89
O=C(O)CCCCCNC(=O)c1ccccc1 | 115 | 100 | 89 | 96 | 106 | 99 | 98 | 102 | 105
COc1cc2nc(SCC(=O)NNS(=O)(=O)c3ccccc3)n(-c3ccc(Cl)cc3)c(=O)c2cc1OC | 115 | 109 | 85 | 96 | 96 | 87 | 99 | 104 | 107
O=C(Nc1ccc(O)cc1)c1ccc(-n2c(=O)[nH]c3ccccc3c2=O)cc1 | 110 | 114 | 109 | 102 | 112 | 110 | 107 | 108 | 111
O=C(Nc1ccc(Cl)c(Cl)c1)N1CCN(c2cc(-c3cn(-c4ccccc4)nc3-c3cccc(O)c3)ccn2)CC1 | 88 | 65 | 77 | 50 | 35 | 32 | 36 | 67 | 34
N#Cc1c(-c2ccc(Cl)cc2)nc(SCC(=O)Nc2nc(-c3ccccc3)cs2)[nH]c1=O | 104 | 113 | 77 | 101 | 85 | 93 | 108 | 88 | 94
NS(=O)(=O)c1ccc(N=Nc2c(O)n(CC(=O)Nc3ccccc3Br)c3ccccc23)cc1 | 40 | 5.9* | 77 | 94 | 21 | 38 | 37 | 44 | 9.7*
C#Cc1cccc(NC(=O)c2ccccc2NC(=O)C=C)c1 | 104[8.25 µM] | 109[8.25 µM] | 75[8.25 µM] | 97[8.25 µM] | 102[8.25 µM] | 104[8.25 µM] | 98[8.25 µM] | 109[8.25 µM] | 109[8.25 µM]

The list continues.
SMILES | HCC-2998 | COLO 205 | SNB-75 | A498 | HCT-116 | HCT-15 | KM12 | SW-620 | HT29
O=C1C=CC(=O)N1c1ccc([N+](=O)[O-])cc1 | 102&100 | 82&51 | 93&104 | 103 | 83&101 | 110&94 | 110&100 | 88&52 | 103&99
Cc1cccc(C)c1NC(=O)N/N=c1\cc(C)c2ccc(O)cc2o1 | 110 | 116 | 106 | 111 | 91 | 116 | 107 | 108 | 106
O=S(=O)(c1cccc(C(F)(F)F)c1)N(CCCCN(S(=O)(=O)c1cccc(C(F)(F)F)c1)S(=O)(=O)c1cccc(C(F)(F)F)c1)S(=O)(=O)c1cccc(C(F)(F)F)c1 | 102 | 103 | 96 | 124 | 90 | 114 | 101 | 92 | 96
COc1ccc(CN2CCc3c(Sc4ccc(C(C)C)cc4)nc(N)nc3C2=O)c(OC)c1 | / | 101 | 72 | 112 | 98 | 96 | 112 | 113 | 100
CNS(=O)(=O)c1cc(C)ccc1C | 105 | 120 | 108 | 99 | 100 | 100 | 103 | 102 | 109
O=S1(=O)c2ccccc2N(c2ccccc2)c2nc(CSc3nc4ccccc4s3)nn21 | 98 | 110 | 74 | 106 | 87 | 99 | 104 | 88 | 87
Nc1c(C(=O)Nc2ccccc2)sc2nc3c(cc12)CCCC3 | 25 | 1.8* | 21 | -8.9* | 25 | 25 | 31 | 34 | 10
CCOC(=O)c1cc(-c2ccccc2)nc2ccc(C)cc12 | / | 128 | 90 | 89 | 98 | 94 | 100 | 103 | 88
COc1cccc(-c2nonc2CC(O)c2ccccn2)c1 (configuration not stated) | 102 | 104 | 104 | / | 99 | 105 | 103 | 103 | 103
CCCCCCCC(=O)SCC/C=C/[C@@H]1CC(=O)NCc2cccc(n2)CN(Cc2ccc3ccccc3c2)CC(=O)N[C@@H](C(C)C)C(=O)O1 | 50 | 34 | 29 | 0.9* | 5.4* | 58 | 39 | 77 | 15
Nc1ccccc1-c1ccc(-c2ccc(Cl)cc2)c2c1[nH]c1ccccc12 | 86 | 79 | 83 | 72 | 53 | 73 | 67 | 78 | 67
NC(=Nc1ccccc1)C(N)=Nc1ccccc1 | 100 | 120 | 79 | 91 | 90 | 100 | 104 | 94 | 97
COc1ccc(/C=C/c2nc3ccccc3c3nnc(-c4ccc(Cl)cc4)n23)cc1 | 86 | 60 | 86 | / | 74 | 51 | 45 | 44 | 71
CN(C)CC(CN(C)C)C(O)c1ccccc1 (configuration not stated) | 111 | 110 | 95 | 109 | 101 | 99 | 102 | 111 | 100
